# RGS8-Gao: human RGS8-Galphao interaction regulation; P09471; multiplexed bead flow cytometry, RGS8-Galphao binding; actives lie on both sides; response (percent of control binding), % at 10 µM; hit rate 0.34% among 220,000; in the data active = response below about 60% or above about 140%; inactive = in between;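 note: Galphao activated as the GDP aluminium fluoride complex binding bead-coupled RGS8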
# Target sequence (P09471 whole entry, looked up): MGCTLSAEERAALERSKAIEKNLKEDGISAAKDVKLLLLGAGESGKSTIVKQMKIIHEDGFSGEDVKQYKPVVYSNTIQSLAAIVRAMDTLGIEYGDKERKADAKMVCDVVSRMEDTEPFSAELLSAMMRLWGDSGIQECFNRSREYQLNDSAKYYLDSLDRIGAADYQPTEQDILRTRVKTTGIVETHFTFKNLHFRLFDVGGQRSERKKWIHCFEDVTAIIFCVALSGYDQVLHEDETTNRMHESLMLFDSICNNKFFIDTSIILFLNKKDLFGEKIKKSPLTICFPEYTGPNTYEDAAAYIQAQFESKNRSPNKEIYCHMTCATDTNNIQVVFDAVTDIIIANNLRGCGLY
# Rac1 mut GTP: human Rac1 activated mutant GTP binding change. P63000. GST-Rac1 activated beads, fluorescent GTP binding, flow cytometry; actives lie on both sides; 100% means binding = to untreated wells. percent activity (GTP binding), % at 10 µM. hit rate 0.11% among 190,000;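 active = GTP binding at least 20 percentage points away from the 100% baseline, in either direction, so actives lie on both sides; inconclusive = Compound likely fluorescent itself, or too few beads counted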
# HRas wt GTP bind: human HRas wildtype GTP binding, change in either direction; hit rate 0.14% among 190,000; AID 759; P01112; GTP binding activity, % at 10 µM; GST-Ras wt beads, Bodipy-FL-GTP binding, flow cytometry; actives lie on both sides;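 active = GTP binding activity at least 20% away from the 100% baseline, either lowered as inhibitor or raised as activator; inconclusive = flagged as likely green fluorescent, judged across all proteins in the well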;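 note: 0% = unlabeled GTP competition control and 100% = no-compound control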
# Target sequence (P01112 whole entry, looked up): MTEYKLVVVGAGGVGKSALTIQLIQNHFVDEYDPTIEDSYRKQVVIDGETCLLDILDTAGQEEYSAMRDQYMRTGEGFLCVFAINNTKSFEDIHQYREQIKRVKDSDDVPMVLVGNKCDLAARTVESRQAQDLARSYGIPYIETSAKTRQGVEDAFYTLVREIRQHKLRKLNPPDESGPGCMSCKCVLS
# Mcl1 Noxa PPI: disrupts binding of human Mcl-1 to Noxa peptide. inhibition, % at 21.7 µM. hit rate 1.5% among 220,000. AID 1022. TR-FRET Mcl-1/Noxa peptide binding, 2 h. Q07820;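 active = compounds that cut the protein-peptide binding signal by more than 50% relative to plate controls in a single-dose test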;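 note: His-tagged Mcl-1 with rhodamine Noxa BH3 peptide and terbium anti-His antibody; 0% = Mcl-1 plus Noxa peptide wells and 100% = peptide-only wells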
# Target sequence (Q07820 whole entry, looked up): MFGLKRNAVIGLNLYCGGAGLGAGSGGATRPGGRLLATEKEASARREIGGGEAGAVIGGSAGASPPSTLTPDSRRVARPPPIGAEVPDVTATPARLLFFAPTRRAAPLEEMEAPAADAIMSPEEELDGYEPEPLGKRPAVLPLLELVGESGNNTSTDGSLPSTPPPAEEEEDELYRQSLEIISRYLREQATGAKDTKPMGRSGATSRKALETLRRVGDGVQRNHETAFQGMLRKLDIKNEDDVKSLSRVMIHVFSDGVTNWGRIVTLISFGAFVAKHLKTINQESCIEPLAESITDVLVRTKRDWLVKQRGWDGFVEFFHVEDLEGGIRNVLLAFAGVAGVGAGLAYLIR
# Mcl1 Bid PPI: disrupts binding of human Mcl-1 to Bid peptide | Q07820 | TR-FRET Mcl-1/Bid-Dy647 peptide binding, 1536-well | inhibition, % at 21.7 µM | hit rate 0.97% among 220,000 | AID 1021;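 active = compounds that cut the binding signal by more than half at the single screening dose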;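 note: His-tagged Mcl-1 with europium anti-His antibody binding Bid BH3 peptide; 0% = Mcl-1 plus peptide wells and 100% = peptide-only wells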
# Pf gametocyte: kills late stage P. falciparum gametocytes; P. falciparum stage V gametocytes, ATP luminescence, 24 h; AID 743093; inhibition, % at 10.9 µM; hit rate 0.065% among 150,000;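 active = inhibition above the mean plus 3 SD of compounds within the control limits, set per campaign, cut at about 38% in these data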;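 note: 0% = DMSO wells and 100% = medium only without gametocytes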
# Rab7 wt modul: modulators of GTP binding to dog Rab7 wildtype GTPase; AID 758; GST-Rab7 beads, fluorescent GTP binding, flow cytometry; actives lie on both sides; untreated = 100%, excess cold GTP = 0%; GTP binding activity (percent of control), % at 10 µM; hit rate 0.055% among 190,000;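 active = fluorescent GTP binding to Rab7 beads changed by at least 20 points from the 100% baseline, either direction, mostly lower; inconclusive = compound itself probably fluorescent, or too few beads counted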;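 note: median green fluorescence of bound Bodipy-FL-GTP per Rab7 bead population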
# Bim-Mcl-1: inhibitors of Bim-Mcl-1 interaction, human. Bead-based flow cytometry, Bim peptide-Mcl-1 binding. inhibition, % at 10 µM. hit rate 0.1% among 190,000. AID 1009; in the data active = inhibition above about 40%;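 note: 0% = no compound tracer wells and 100% = peptide blocker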
# Cdc42 wt GTP: changes GTP binding to wildtype human Cdc42. P60953. GST-Cdc42 beads, Bodipy-GTP binding, flow cytometry; actives lie on both sides. percent activity (GTP binding), % at 10 µM. hit rate 0.2% among 190,000. AID 761;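 active = percent activity GTP binding at least 20 points away from the 100% baseline, either down as inhibitor or up as activator; inconclusive = compound flagged as likely green fluorescent from well-wide comparison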;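 note: median bead fluorescence of bound Bodipy-FL-GTP at 100 nM; 0% = excess unlabeled GTP control and 100% = no compound control; below 100% means less GTP binding so inhibitor and above means activator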
# Rac1 wt modul: human Rac1 wildtype GTP binding, inhibitors and activators; P63000; GTP binding activity (% of control), % at 10 µM; hit rate 0.27% among 190,000; GST-Rac1 beads, fluorescent GTP binding, flow cytometry; actives lie on both sides; 0 = cold GTP competed, 100 = untreated;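 active = GTP binding activity at least 20 points away from the 100% control level, either lower or higher; inconclusive = compound flagged as likely green fluorescent, judged across all proteins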
# Rab2 wt GTP: changes GTP binding to wildtype dog Rab2A, up or down | GTP binding activity, % at 10 µM | P61105 | GST-Rab2 wt beads, Bodipy-GTP binding, flow cytometry | hit rate 0.19% among 190,000 | AID 760;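 active = GTP binding activity at least 20 points away from 100%, either lowered or raised; inconclusive = signal likely due to the compound's own green fluorescence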;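 note: 0% = beads with excess unlabeled GTP and 100% = no-compound control corrected for plate trend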
# Active calls of the source: *; ? = inconclusive; . = no result given. An unsorted share of the library, and some 2.9% of all compounds hit somewhere here.
Compound	RGS8-Gao	Rac1 mut GTP	HRas wt GTP bind	Mcl1 Noxa PPI	Mcl1 Bid PPI	Pf gametocyte	Rab7 wt modul	Bim-Mcl-1	Cdc42 wt GTP	Rac1 wt modul	Rab2 wt GTP
COC(=O)CCSc1cc(NCCOC(C)=O)c([N+](=O)[O-])c2nonc12	90	96	99	27	-18	7	100	-3	101	103	98
CCOc1cccc(C2c3c(oc4cc(C)c(C)cc4c3=O)C(=O)N2CCCN(C)C)c1 (stereo not given)	100	99	97	12	-4	.	100	0	99	102	97
COc1ccccc1NC(=O)COc1ccc(Br)cc1CNC1CCCC1	102	96	97	2	-32	.	104	-3	99	98	102
C=CCN1C(=O)C(Cc2ccccc2)S/C1=N/N=C/c1cccs1 (stereo not given)	104	91	95	.	-9	.	94	-2	94	87	94
CC(C)=CCC(C)(C)C1OCCN1C(=O)c1ccccc1 (stereo not given)	91	96	100	13	-3	6	98	0	98	97	99
CCC(CC)NC(=O)CO/N=C/c1ccccc1OC(F)F	87	97	99	2	-6	.	96	-1	95	101	99
COc1ccc2cc(C)c3nnc(SCC(=O)Nc4cc(OC)c(OC)cc4C(=O)O)n3c2c1	99	87	91	28	-11	19	101	0	94	89	88
Cc1ccc(NC(=O)c2ccn(C)n2)c(Br)c1	98	100	95	9	-1	17	98	-5	99	101	98
Cc1ccc(-n2[nH]c(C)c(/C=N/Nc3ccc([N+](=O)[O-])cc3[N+](=O)[O-])c2=O)cc1	101	89	91	23	-42	-1	94	3	94	94	90
O=S(=O)(Nc1cccc(-c2nc3cccnc3s2)c1)c1ccc2c(c1)CCCC2	103	92	96	-2	16	.	99	0	96	101	97
COCCN1Cc2cccc(C(=O)NCC3CCN(CC(C)C)C3)c2C1=O (stereo not given)	103	98	97	8	2	-27	99	1	100	101	98
COc1ccc(S(=O)(=O)N(C)C)cc1NC(=O)Cc1cccs1	100	101	98	6	-20	21	97	0	102	105	99
COc1cc2c(cc1OC)C(c1ccc(-c3ccc(Cl)c(Cl)c3)o1)=NCC2	102	98	99	26	33	11	100	-5	98	102	100
COC(=O)c1nn(C23CC4CC(CC(C4)C2)C3)c2c1C(=O)N(c1ccc(Br)cc1)C2=O	102	97	100	-21	-3	.	98	-2	101	104	99
CCN(CC)CCNc1nc(-c2ccccc2)c2c(c1C#N)CC(C)(C)OC2	97	102	105	5	31	.	102	-5	107	108	104
CSc1nnc2ccc(-c3cccs3)nn12	101	97	95	3	-5	-28	102	42*	95	99	95
CN1C(=O)/C(=C2\SC(=S)N(C(CCC(=O)O)C(=O)O)C2=O)c2ccccc21 (stereo not given)	128	94	98	27	-27	.	98	7	97	97	97
CC(C)(C)NC(=O)C1N(c2cccnc2)C(=O)C2C(C(=O)Nc3ccccc3F)C3(C)C=CC21O3 (stereo not given)	97	101	104	10	-73	.	105	-1	104	105	105
Cc1ccc(C(=O)N2CCCC(C(=O)c3cc(F)ccc3F)C2)s1 (stereo not given)	103	96	98	11	7	11	96	-3	100	98	97
O=C(CSc1nc2ccccc2c(=O)n1-c1ccccc1)N1CCN(CCO)CC1	103	94	100	-14	-19	0	94	0	98	98	96
COc1ccc(Cn2nnnc2C(c2cc3cccc(C)c3[nH]c2=O)N2CCN(C)CC2)cc1 (stereo not given)	99	96	96	19	-31	-18	99	-2	95	97	95
O=C(OCc1nnc(-c2ccccc2)o1)c1cc2ccccc2cc1O	91	95	97	1	6	-18	96	1	94	102	98
CC(C)CCNC(=O)COc1cccc2c1OC(C)(C)C2	98	97	99	7	-16	-22	99	-5	99	98	97
CCOc1ccc(Cl)cc1S(=O)(=O)n1cnc2cc(C)c(C)cc21	99	92	95	13	9	-4	94	2	94	94	93
O=S(=O)(CC(CN1CCCCC1)N1CCCCC1)c1ccc2ccccc2c1 (stereo not given)	90	97	99	10	-28	-5	99	0	96	100	97
O=C(CSc1nc2ccccc2c(=O)n1-c1ccccc1)N/N=C/C=C/c1ccccc1[N+](=O)[O-]	100	?	?	2	15	4	?	-1	?	?	?
Cc1c(C(=O)O)nn(-c2ccccc2)c(=O)c1C#N	101	102	102	8	18	.	101	2	106	109	99
CSCC[C@H](NC(=O)OC(C)(C)C)c1nnc(SCC(=O)Nc2c(C)cccc2C)o1	103	100	104	14	-29	7	104	-1	103	107	102
Cc1c(NS(=O)(=O)N2CCCCC2)c(=O)n(-c2ccccc2)n1C	101	104	103	-1	-4	-14	101	-1	104	111	104
CC(C)Cn1c2nc3ccccc3nc2c2c(=O)n(CCN3CCOCC3)cnc21	100	94	95	5	-7	.	92	0	94	93	93
O=C(NC(=S)Nc1ccccc1N1CCCC1)c1ccccc1[N+](=O)[O-]	102	96	95	16	-2	.	98	-8	96	99	96
CCCCC(=O)Nc1ccc(C(=O)NN2C(=O)c3ccccc3C2=O)cc1	101	95	98	2	-13	.	100	-8	98	102	101
Cc1cc(NC(=O)c2ccc(-c3ccc(F)c(Cl)c3)o2)no1	99	94	91	-3	3	-25	90	-4	92	95	94
COc1cc(NS(=O)(=O)c2ccc(Nc3nc(-c4ccccn4)cs3)cc2)nc(OC)n1	100	84	86	-19	-43	.	97	-2	83	82	86
C=CCN1/C(=C(\C#N)C2=NS(=O)(=O)c3ccccc32)N(C)c2ccccc21	103	98	102	8	-7	-2	100	-2	101	104	100
Oc1ccc(/C=N/NC(=S)NCC2CCCO2)cc1 (stereo not given)	101	97	97	-6	-18	2	98	1	93	99	94
OC12CCCCC1C(c1ccc3c(c1)OCO3)N(Cc1ccccc1F)CC2 (stereo not given)	101	100	103	-13	-14	.	100	-4	102	104	101
O=C(O)CN1CCN(Cc2ccc(Cl)cc2)C1=O	89	100	100	23	4	-22	99	0	103	105	97
NNC(=O)C12CC3CC(C1)CC(n1ncnn1)(C3)C2	100	102	98	9	-57	-3	97	2	102	105	95
CCOC(=O)c1nn(-c2ccccc2C)c2nc(CC(C)C)c(C#N)c(=O)n12	108	101	103	-16	-4	-30	100	-46	103	103	100
COc1ccccc1N(O)C1CC(=O)N(c2ccc(F)cc2)C1=O (stereo not given)	98	97	103	17	-41	.	101	1	103	98	102
CCCCN(C(=O)/C=C/c1ccco1)c1c(N)n(CCC)c(=O)[nH]c1=O	100	95	97	15	-26	-8	105	0	96	99	97
Cc1cc(NCCc2ccccc2F)n2ncnc2n1	102	?	?	6	4	.	?	0	?	?	?
N#Cc1c(SCc2ccccc2)nc(N2CCOCC2)c2c1CCCC2	90	98	100	-105	-19	3	96	.	100	106	93
COc1ccc(C2C(=O)c3ccccc3C2=O)cc1	92	97	98	15	-25	.	94	0	101	97	100
COC(=O)c1ccccc1NC(=O)c1ccc(COc2ccc3c(c2)CCC3)cc1	103	91	93	10	58*	.	95	0	92	93	91
CC(C)/C(=N\NS(=O)(=O)c1ccc(Br)cc1)c1cccs1	100	94	95	35	-33	.	103	-2	95	98	93
Cc1cc2[nH]ncc2cc1NC(=S)NC(=O)c1ccccc1	102	98	98	23	-38	-6	97	-3	97	100	97
COc1ccccc1NS(=O)(=O)c1cc(NC(=S)NCC2CCCO2)ccc1C (stereo not given)	101	98	95	25	-27	-2	92	0	95	100	92
c1ccc(OCCSc2nc3ccccc3o2)cc1	100	99	102	9	-67	.	104	0	102	102	103
CCSc1cc(N2CCOCC2)nc(-c2ccc(Cl)cc2)n1	100	99	101	7	-11	2	98	1	100	102	97
CCn1c(=NC(=O)CSC(C)=O)sc2cc(OC)ccc21	98	100	99	9	-3	.	101	-6	101	108	102
CSc1nc2oc3c(c2c2nncn12)CC(C)(C)SC3	96	100	99	26	-17	0	99	-5	103	100	99
C=C(C)CSc1nnc([C@H](CCSC)NC(=O)OC(C)(C)C)o1	100	98	100	10	-26	-2	99	-7	103	102	99
COC(=O)c1nc2ccc(N3CCOCC3)cc2c(C)c1C(=O)OC	102	95	97	14	-52	10	103	2	96	98	97
CC(O)c1nc2ccccc2n1CC(=O)Nc1ccc2c(c1)OCCO2 (stereo not given)	107	93	97	-3	-6	7	95	1	93	98	94
Cc1cc(N2CCN(c3ccccc3)CC2)nc(-c2ccccc2O)n1	90	95	96	-52	-43	11	95	0	95	98	95
O=C(O)COc1nsnc1N1CCOCC1	97	100	102	12	-37	.	102	4	104	104	101
CC1(c2ccncc2)Nc2ccccc2-c2nc3ccccc3n21 (stereo not given)	99	95	96	16	-16	-4	96	0	97	94	95
Cc1ccc(CN2C(=O)c3ccccc3C2C(=O)NCc2cccnc2)cc1 (stereo not given)	97	99	99	20	-7	.	96	-2	98	100	98

# New compounds follow.
Compound	RGS8-Gao	Rac1 mut GTP	HRas wt GTP bind	Mcl1 Noxa PPI	Mcl1 Bid PPI	Pf gametocyte	Rab7 wt modul	Bim-Mcl-1	Cdc42 wt GTP	Rac1 wt modul	Rab2 wt GTP
COc1ccc(C2=NOC(CN3C(=O)c4ccccc4S3(=O)=O)C2)cc1 (stereo not given)	100	98	98	-13	-14	.	99	19	98	98	98
O=C1CC(C(=O)NC2CCCCC2)C(c2ccccc2)O1 (stereo not given)	102	101	105	6	-5	16	103	-1	105	114	104
CCOC(=O)C1CCN(C(=O)c2c(-c3c(F)cccc3Cl)noc2C)CC1	101	99	99	9	-18	.	98	-5	98	105	101
CCOC(=O)N1CC=C2C(C#N)=C(N)C(C#N)(C#N)[C@H](c3ccc(OC(C)C)c(OCC)c3)[C@H]2C1	106	95	95	9	-50	24	93	-1	93	94	95
COc1cccc(OC)c1C(=O)N=c1sc2cc(S(C)(=O)=O)ccc2n1C	100	98	97	0	-24	5	89	0	99	99	98
COc1ccc(-c2nc(Cn3c(SCc4ccc(F)cc4)nc4ccncc43)c(C)o2)cc1OC	101	103	101	-13	4	.	101	0	105	112	102
COc1ccc(NC(=O)CSc2nc(N)c3cc4c(nc3n2)CCCC4)cc1	109	94	94	23	-8	.	96	19	100	93	90
O=C(COc1ccccc1)N1CCN(S(=O)(=O)Cc2ccccc2)CC1	101	95	95	5	2	-19	92	0	97	96	93
Cc1ccc(-c2nn(CC(=O)NCC3CCCO3)c(=O)c3ccccc23)cc1 (stereo not given)	101	98	100	6	-6	.	97	-4	103	99	100
CCOC(=O)C1(Cc2cccc(F)c2)CCN(C(=O)c2cnccn2)CC1	103	95	99	6	-18	3	99	-1	93	100	98

# Bioassay records deposited in PubChem BioAssay by several laboratories.
